Compound activity from PubChem.
tim10-1 inh: growth inhibitors of tim10-1 mutant yeast, primary screen, luminescence, uHTS | inhibition, % at 20 µM | AID 463190, 2010 | actives 2.2% (n = 330,000) | S. cerevisiae tim10-1 ts strain growth, BacTiter-Glo, 24 h;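 active = inhibition of at least 40%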;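 note: mutant grown at 25 °C; 0% = DMSO wells with yeast and 100% = wells holding no yeast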
NALP3 yeast inh: NALP3 inflammasome inhibitors in reconstituted yeast, primary screen, luminescence, uHTS. Yeast reconstituted NLRP3/ASC/caspase-1, beta-gal luminescence, 24 h. inhibition, % at 10 µM. AID 2825, 2010. actives 0.39% (n = 330,000);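 active = inhibition of 50% or more; inactive = inhibition below 50%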;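 note: plate controls were induced DMSO wells for no effect and uninduced yeast grown without galactose for full effect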
TIM10 inh: growth inhibitors of isogenic TIM10 control yeast, primary screen, counter-screen for tim10-1 yeast inhibitor project, luminescence, uHTS | actives 1.4% (n = 330,000) | inhibition, % at 10 µM | S. cerevisiae TIM10 strain growth, BacTiter-Glo luminescence, 24 h | AID 463195, 2010;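 active = inhibition of 40% or more at the single tested concentration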;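 note: wild-type TIM10 isogenic control strain grown at permissive 25 °C; 0% = DMSO yeast wells and 100% = minimal medium wells without yeast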
hIAP block: human IAP inhibitors, primary screen, biochemical, luminescence, uHTS; AID 2544, 2010; purified IAP, CDP-Star luminescence, 30 min; Intestinal-type alkaline phosphatase (Homo sapiens), P09923; actives 0.12% (n = 330,000); inhibition, % at 10 µM;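 active = inhibition reaching a set limit with compound at 10 µM in the primary screen, cut at about 35% in these data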;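 note: plate controls were DMSO wells with enzyme for no effect and no-enzyme buffer wells for full effect; values of inactives mirror those of a sister screen read the other way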
Target sequence (P09923 whole entry, looked up): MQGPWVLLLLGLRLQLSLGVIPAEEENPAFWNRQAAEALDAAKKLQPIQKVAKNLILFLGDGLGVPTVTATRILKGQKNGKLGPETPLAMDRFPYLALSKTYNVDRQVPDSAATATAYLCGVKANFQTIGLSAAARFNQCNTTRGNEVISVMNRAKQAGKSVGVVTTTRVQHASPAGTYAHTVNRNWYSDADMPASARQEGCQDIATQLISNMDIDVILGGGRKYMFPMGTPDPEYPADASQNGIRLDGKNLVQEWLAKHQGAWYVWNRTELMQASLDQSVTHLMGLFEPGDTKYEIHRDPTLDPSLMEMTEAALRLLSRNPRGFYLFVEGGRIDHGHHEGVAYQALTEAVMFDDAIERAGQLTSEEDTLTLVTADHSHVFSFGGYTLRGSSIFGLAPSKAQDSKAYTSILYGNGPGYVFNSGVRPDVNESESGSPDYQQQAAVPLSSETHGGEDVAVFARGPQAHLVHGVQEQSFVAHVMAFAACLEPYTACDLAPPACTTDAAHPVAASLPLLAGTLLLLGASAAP
mIAP act: activators of mouse IAP, primary screen, biochemical, luminescence, uHTS; muIAP, CDP-Star luminescence, 30 min; stronger effect = higher value; 1 = vehicle-only enzyme signal, 0 = enzyme-free wells; intestinal alkaline phosphatase [Mus musculus]; actives 0.24% (n = 330,000); activation factor at 10 µM;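 active = activation factor of at least 2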; note: the source names both 10 and 20 µM as test concentration; values of inactives mirror those of a sister screen read the other way
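System: Mouse IAP enzyme | Also added: CDP-Star substrate | Dosing: Compounds dispensed in DMSO | Schedule: 30 min enzyme-substrate-compound incubation at room temperature | Technique: Chemiluminescence readout | Control set: DMSO-only wells and no-enzyme negative control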
MIN6 prolif: inducers of MIN6 beta-cell proliferation, primary screen, ATP luminescence, uHTS. actives 0.29% (n = 330,000). proliferation, % at 10 µM. MIN6 cells proliferation, ATPlite luminescence, 48 h; cells starved in 0.2% serum; 100% = growth in 10% serum. AID 2380, 2010;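 active = compounds whose signal lies at least 3.5 SD above the mean of all wells on their plate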;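 note: 0% = DMSO-treated cells in low-serum medium and 100% = 10% serum control; some compounds called inactive have numbers as strong as hits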
mIAP block: inhibitors of mouse IAP, primary screen, biochemical, luminescence, uHTS; inhibition, % at 10 µM; purified mouse IAP, CDP-Star luminescence, 30 min; actives 0.2% (n = 330,000);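 active = inhibition of at least 40% at 10 µM in the primary screen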;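 note: plate controls were DMSO with enzyme for no effect and no enzyme wells for full effect; values of inactives mirror those of a sister screen read the other way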
APOBEC3A inh: APOBEC3A ssDNA deaminase inhibitors, primary screen, selectivity assay for APOBEC3G inhibitor project, biochemical, FAM/TAMRA oligo cleavage fluorescence | DNA dC->dU-editing enzyme APOBEC-3A (Homo sapiens), P31941 | recombinant A3A, FAM/TAMRA ssDNA deamination fluorescence | inhibition, % at 20 µM | actives 0.41% (n = 330,000);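 active = at least 40% inhibition at 20 µM here, with at most 30% in a related deaminase screen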;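 note: plate controls were A3A with DMSO for no effect and wells lacking A3A enzyme for full effect; some results filed as inactive read as strong as hits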
Target sequence (P31941 whole entry, looked up): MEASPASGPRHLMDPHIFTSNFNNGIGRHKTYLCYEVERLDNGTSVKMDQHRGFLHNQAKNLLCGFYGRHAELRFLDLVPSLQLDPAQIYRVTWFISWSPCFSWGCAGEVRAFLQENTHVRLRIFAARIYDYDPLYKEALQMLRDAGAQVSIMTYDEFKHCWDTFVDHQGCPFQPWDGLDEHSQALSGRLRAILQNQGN
APOBEC3G inh: APOBEC3G DNA deaminase inhibitors, primary screen, biochemical, fluorescence, single-stranded DNA substrate, uHTS. recombinant A3G, ssDNA deamination FAM/TAMRA fluorescence. AID 493012, 2011. inhibition, % at 20 µM. actives 0.28% (n = 330,000). DNA dC->dU-editing enzyme APOBEC-3G (Homo sapiens), Q9HC16;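 active = inhibition of at least 40% at 20 µM, with no more than 30% in the related APOBEC3A deaminase screen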;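 note: plate controls were DMSO wells with A3G for no effect and wells lacking A3G enzyme for full effect; some compounds called inactive have numbers as strong as hits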
Active calls of the source: *.

SMILES	tim10-1 inh	NALP3 yeast inh	TIM10 inh	hIAP block	mIAP act	MIN6 prolif	mIAP block	APOBEC3A inh	APOBEC3G inh
COc1cc2c(cc1OC)C(C)N(C(=O)c1ccc(Cl)c(S(=O)(=O)N3CCCCC3)c1)CC2 (stereo not given)	14	14	6	-16	0.97	-2	3	-1	-4
CCOc1ccc(CCNC(=O)C2CC=CCC2C(=O)OC(C)C)cc1OCC (stereo not given)	36	28	-5	-9	1.2	0	-16	6	2
O=C(CCN1C(=O)/C(=C\c2ccccc2)SC1=S)NCCCN1CCOCC1	7	19	3	-48	1	-5	-2	-4	-2
O=C(c1ccc(COc2ccccc2Br)cc1)N1CCCCCC1	41*	18	28	15	0.93	-4	8	0	-1
Cc1ccc(Oc2cnc3ccccc3n2)cc1	20	2	5	-2	1	1	-3	-5	-9
CC(=O)Nc1ccc(OCC(O)CN2CCN(c3cccc(Cl)c3)CC2)cc1 (stereo not given)	20	14	7	-63	1	-3	-2	1	6
Cc1scc(C(=O)N/N=C/c2ccc(Cl)s2)c1C	-2	13	15	6	0.96	-5	4	3	-5
N/C(Cc1ccc(Cl)c(Cl)c1)=N\OC(=O)c1cccs1	56*	22	86*	-30	0.83	-5	17	-1	-3
c1ccc(Cc2nnc3sc(-c4cccnc4)nn23)cc1	10	8	9	20	0.98	4	2	-2	-3
Cc1cc(Nc2ccccc2)n(C(=O)c2ccccc2)n1	18	1	16	-18	0.99	-2	1	0	-6
Cc1ccc(NC(=O)CNc2ccc(OC(C)C)cc2)c(C)c1	28	10	-2	-17	0.98	-3	2	4	1
O=S(=O)(Cc1cc(-c2ccccc2Cl)no1)c1ccccc1	-30	39	-44	-10	0.93	-2	7	-1	-8
Nc1nc2nc(-c3cccs3)cc(C(F)(F)F)n2n1	12	7	13	-10	1	-4	0	1	-6
CNC(=O)c1ccc(NC(=O)Nc2ccccc2)cc1	-3	9	7	12	1.1	3	-11	-1	2
COc1ccc(NC(=O)c2cc(-c3ccco3)nc3ccccc23)cn1	17	21	9	-7	0.9	1	10	52*	14
Nc1nc(SCc2nc3scc(-c4cccs4)c3c(=O)[nH]2)n[nH]1	2	16	4	-14	0.86	-1	14	-3	-7
CCN1CCCC1CNC(=O)C(=O)NCCc1ccc(OC)c(OC)c1 (stereo not given)	-4	-15	2	-7	0.97	-2	3	-2	-1
CCOc1ccccc1NC(=O)C1CCCN1S(=O)(=O)c1ccccc1C(F)(F)F (stereo not given)	21	10	12	13	1	7	-2	-6	-8
O=C(COC(=O)CNC(=O)c1ccc(Cl)c([N+](=O)[O-])c1)NNC(=O)c1ccccc1F	-8	4	7	-1	0.86	3	14	1	-1
COc1ccccc1NS(=O)(=O)c1ccc2oc(SCC(C)=O)nc2c1	-1	1	20	-15	0.82	2	18	0	-7
COc1ccccc1NC(=O)c1csc2c1CCCC2	14	34	12	14	0.96	-1	4	-2	-4
COc1ccc(OC)c(Nc2nc(NCCC(C)C)nc(N)c2[N+](=O)[O-])c1	24	21	32	-2	0.9	-4	10	-2	-9
CCOc1ncccc1C(=O)OCC(=O)N1CCN(S(=O)(=O)c2ccc(Cl)cc2)CC1	17	9	16	10	1	1	0	-3	-3
CCN(CC)c1ccc(C(=O)N/N=C(\C)c2cccc(OC)c2)cc1	-18	17	21	10	1.1	0	-12	2	-1
N#Cc1cncc(-c2ccc3c(c2)OCCOCCOCCOCCOCCO3)n1	17	-5	17	9	0.99	5	1	0	-5
CCN(CC)c1ccc(/C=N/NC(=O)Cc2cccs2)cc1	11	14	1	1	0.98	1	2	-3	-8
COc1ccc2c(c1)N(C)C(=O)CC(c1ccccc1)=N2	12	24	-5	-27	0.96	-1	4	-2	-7
Cc1ccc(N(Cc2cc3cc(C)ccc3[nH]c2=O)S(=O)(=O)c2ccccc2)cc1	14	-4	14	14	1	-5	-4	-5	-9
Brc1ccc(N=C/C=C/C=C/Nc2ccc(Br)cc2)cc1	5	10	7	3	0.85	-1	15	2	2
Cc1cccc(N(C(=O)CNC(=O)c2cccs2)C(C(=O)NC2CCCC2)c2ccncc2)c1 (stereo not given)	0	20	8	-7	0.97	-1	3	-4	-12
CCCOc1cccc(C2/C(=C(/O)c3ccc4c(c3)CC(C)O4)C(=O)C(=O)N2CCN2CCOCC2)c1 (stereo not given)	21	6	5	5	1	3	0	-11	-6
Cc1ccc(-c2nnc(SCC(=O)N/N=C/c3ccccc3C(=O)O)n2-c2ccccc2)cc1	5	3	6	7	1	1	-2	0	-6
CC(NC(=O)C1CCN(S(=O)(=O)N2CCCCCC2)CC1)c1ccccc1 (stereo not given)	10	9	-2	15	0.99	2	0	-1	-6
Clc1ccc(-n2nnnc2-c2ccccc2)cc1Cl	21	-38	9	9	1.1	-3	-7	-3	-4
Cc1cc(-c2nnc(CCC(=O)N(C)C(C)c3cccs3)o2)no1 (stereo not given)	-6	10	-4	1	0.99	-1	1	0	-6
Cn1cnnc1SCC(=O)Nc1ccc(N2CCOCC2)cc1	12	10	-22	-3	1	-3	-3	0	-1
c1coc(CN(Cc2cccs2)Cc2nnnn2C2CCCCC2)c1	22	-6	22	17	0.95	1	5	-3	2
Cc1c(C(=O)c2ccc([N+](=O)[O-])cc2)c(=O)n(C)c(=O)n1C	8	6	-15	-15	0.93	-2	7	0	-3
O=C(Nc1ccc2c(c1)OCO2)c1cccc(Cl)c1	9	56*	32	10	0.97	-1	3	1	-2
CC(C(=O)N1CCCc2ccccc21)N1CCN(S(=O)(=O)c2ccccc2F)CC1 (stereo not given)	31	21	15	18	0.9	3	10	-3	-3
O=C(Nc1ccccc1)c1ccn[nH]1	-23	20	5	-6	0.96	3	4	-4	-4
Cc1nc2ccccn2c1C(=O)Nc1ccc(Cl)cc1	21	16	21	-4	0.96	-4	4	-5	-6
CC(C)C(=O)NNC(=O)c1ccccn1	11	5	1	-50	0.88	1	12	-4	-5
COc1cnc(SC(C)C)[nH]c1=O	1	11	-4	5	1.1	0	-5	-2	-4
Cc1cccc(C(=O)NC(C(=O)Nc2ccccc2N2CCOCC2)C(C)C)c1 (stereo not given)	19	-2	5	-3	0.95	0	5	6	-2
Cc1ccc(S(=O)(=O)N(C)C)cc1NC(=O)C(C)OC(=O)C1CCC1 (stereo not given)	-6	7	-3	-3	1	-3	-1	2	-3
CCC(c1ccccc1)c1nc(-c2cccnc2)no1 (stereo not given)	7	6	6	-2	1	0	0	-1	-15
N#C/C(=C\C=C\c1ccccc1[N+](=O)[O-])C(=O)NC1CCCCC1	55*	13	43*	6	1.1	-6	-9	-5	2
O=C(CCS(=O)(=O)c1ccc(Br)cc1)Nc1ccc(Br)cc1F	-3	10	8	5	1	-1	-2	8	3
CCOC(=O)c1c(C)[nH]c(C(=O)CSc2nnnn2-c2ccccc2)c1C	-1	4	-12	-24	1	-1	-2	-3	2
COc1ccc(OCC(=O)Nc2ccc(N3CCN(C(=O)c4ccco4)CC3)cc2)cc1	12	11	-2	5	0.99	3	1	-4	-9
CCN(CC)S(=O)(=O)c1ccc2c(c1)N(CC(=O)NCCCN1CC(C)CC(C)C1)C(=O)CO2 (stereo not given)	-15	5	1	-4	1	3	-3	1	8
CCN(CC)c1ccc2c(O)cc(=O)oc2c1	9	3	8	-12	0.91	-4	9	3	1
COc1cc(OC)c(S(=O)(=O)NC(C)C)cc1C(=O)O	-3	-6	6	-3	0.87	-2	13	2	-4
NC(=O)C1CCN(C(=O)OCc2ccccc2)CC1	2	8	-7	-13	1	-3	-4	-1	-2
O=C(NC1CCSc2ccccc21)c1cccc(Cl)c1 (stereo not given)	26	32	13	1	1	0	-1	-3	3
CC1CN(C(=O)c2cc3ccccc3cc2O)CC(C)O1 (stereo not given)	11	10	8	0	0.96	-1	4	1	-5
CCOc1ccc(-c2cnc3ccccc3n2)cc1	2	36	-17	3	1.1	-2	-10	-2	-4
CCN(C(=O)CSc1cccc[n+]1[O-])C1CCCCC1	2	16	-7	-4	1.1	0	-7	2	-5
COc1ccc(C(=O)NCc2nnc(SCC(=O)NC3CCCC3)o2)cc1	-9	5	-3	13	0.99	-1	1	-1	-2

Seven compounds from above, arranged by the value under APOBEC3A inh, falling:
SMILES,APOBEC3A inh
O=C(CCS(=O)(=O)c1ccc(Br)cc1)Nc1ccc(Br)cc1F,8
CCN(C(=O)CSc1cccc[n+]1[O-])C1CCCCC1,2
CCN(CC)S(=O)(=O)c1ccc2c(c1)N(CC(=O)NCCCN1CC(C)CC(C)C1)C(=O)CO2 (stereo not given),1
NC(=O)C1CCN(C(=O)OCc2ccccc2)CC1,-1
CCOc1ccc(-c2cnc3ccccc3n2)cc1,-2
CCOC(=O)c1c(C)[nH]c(C(=O)CSc2nnnn2-c2ccccc2)c1C,-3
O=C(Nc1ccccc1)c1ccn[nH]1,-4

Reprinted at random: 2 entries already listed
SMILES	tim10-1 inh	NALP3 yeast inh	TIM10 inh	hIAP block	mIAP act	MIN6 prolif	mIAP block	APOBEC3A inh	APOBEC3G inh
COc1ccc(C(=O)NCc2nnc(SCC(=O)NC3CCCC3)o2)cc1	-9	5	-3	13	0.99	-1	1	-1	-2
Cc1nc2ccccn2c1C(=O)Nc1ccc(Cl)cc1	21	16	21	-4	0.96	-4	4	-5	-6

Carrying on.
SMILES	tim10-1 inh	NALP3 yeast inh	TIM10 inh	hIAP block	mIAP act	MIN6 prolif	mIAP block	APOBEC3A inh	APOBEC3G inh
CCn1c(SCC(=O)Nc2nc(C)cs2)nnc1-c1ccoc1C	10	-5	-38	-6	1	0	-3	1	-1
COc1cc(/C=C/C(=O)OCC(=O)NC(=O)NC(C)C)cc(OC)c1OC	11	11	-1	-6	0.97	0	3	-2	-9
O=C(CNC(=O)c1sc2ccccc2c1Cl)NCc1ccc(F)cc1	-2	23	-5	-21	1	-4	0	-8	0
CCNC(=S)Nc1cccc(S(=O)(=O)Nc2ccccc2OC)c1	6	11	11	4	1	-2	0	-1	-4
Cc1ccc(NC(=O)c2c(NC(=O)CCC(=O)O)sc3c2CCCCC3)cc1	36	15	37	11	0.85	-5	15	1	-2
COC(=O)C1=C(N)OC2=C(C(=O)CC(C)(C)C2)C1c1cccnc1 (stereo not given)	12	4	-3	-10	1.1	-1	-6	-3	-6
Cc1cc(NC(=O)CSc2nc(=O)n(CCCN(C)C)c3c2CCCC3)no1	2	14	5	-5	1	0	0	-3	-7
CCSc1nc(-c2ccccc2)cc(=O)[nH]1	-15	14	7	-8	0.94	1	6	-1	-5
CN1C(=O)C(O)(CC(=O)c2ccncc2)c2ccccc21 (stereo not given)	17	12	-1	0	0.91	0	9	0	-6
COc1ccc(-c2nc(CN3CCC(C(=O)N4CCc5ccccc54)CC3)c(C)o2)cc1OC	-3	-8	-19	-12	1.2	-6	-21	0	-1
O=C(N/N=C/c1ccc(Br)s1)c1ccco1	7	13	15	6	0.91	-2	9	-4	-12
